# Screening data as filed in PubChem BioAssay.
# SKKanGAS inh: SKKanGAS growth inhibition | S. pyogenes SKKanGAS, kanamycin growth, BacTiter-Glo, 6 h | inhibition, % at 7.5 µM | 1.3% of 300,000 active;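 active means mean replicate score, as percent of positive control median, at least 50; inconclusive means mean below 50 but one replicate at or above 50; inactive means mean and every replicate below 50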;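 further: strain carries kanamycin resistance gene driven by streptokinase promoter and grows in 40 µg/ml kanamycin; loss of luminescence reflects streptokinase promoter inhibition or plain growth inhibition; 0% = median of DMSO wells and 100% = positive control at its reference dose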
# hERG rescue: compounds protecting human hERG from proarrhythmic drug block. 0.51% of 310,000 active. activation (rescue from dofetilide block), less the hit threshold, % at 10 µM. Q12809. CHO-hERG, FluxOR thallium flux, dofetilide IC70 present. AID 1511;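 active means activation above the mean of controls blocked by dofetilide plus 5 SD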;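 further: thallium influx through hERG after potassium depolarization seen as dye fluorescence rise; in these data hits start at about 4.7%; inactives centre near -7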
# KCNK9 block: inhibitors of human KCNK9 two-pore domain potassium channel | Q9NPC2 | HEK293 KCNK9, FluxOR thallium flux fluorescence; hits give low values | B-score at 10 µM | 1.2% of 310,000 active | AID 488922;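 active means ratio B-score over 3 SD below the library mean, with starting fluorescence within 5 SD of its mean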;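 further: negative B-score means less thallium flux so channel inhibition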
# Target sequence (Q9NPC2 whole entry, looked up, the tested form may be a part): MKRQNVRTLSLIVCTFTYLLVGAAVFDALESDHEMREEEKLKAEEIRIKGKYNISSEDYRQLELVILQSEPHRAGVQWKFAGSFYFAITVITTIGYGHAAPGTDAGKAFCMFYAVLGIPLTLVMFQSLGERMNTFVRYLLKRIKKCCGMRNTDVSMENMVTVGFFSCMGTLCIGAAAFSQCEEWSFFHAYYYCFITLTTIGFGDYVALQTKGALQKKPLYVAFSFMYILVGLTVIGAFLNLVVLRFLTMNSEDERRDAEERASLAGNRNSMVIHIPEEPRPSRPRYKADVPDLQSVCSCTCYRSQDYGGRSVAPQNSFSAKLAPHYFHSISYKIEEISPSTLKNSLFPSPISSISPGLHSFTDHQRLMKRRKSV
# TMEM16A act: activators or potentiators of mouse TMEM16A chloride channel; Q8BHY3; HEK293 TMEM16A/YFP-H148Q/I152L, iodide quench fluorescence; hits give low values; B-score at 10 µM; 0.3% of 340,000 active;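 active means fluorescence-ratio B-score plate-corrected deviation score at least 3 library SD below zero, with starting fluorescence score within 5 deviations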;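 further: channel opened by trigger with iodide after compound preincubation; score built on the fluorescence ratio of max minus min over baseline; more negative score means more quench and so TMEM16A activation or potentiation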
# RGS4 inh: human RGS4 inhibition | 0.45% of 310,000 active | B-score at 10 µM | HEK293 M3R/RGS4 inducible, Fluo-4 calcium flux; hits give high values; triggered by carbachol at its EC20 | AID 463165 | P49798;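 active means B-score, a plate-corrected calcium signal, over three deviations above library mean, with baseline fluorescence within five deviations of library mean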;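 further: RGS4 expression induced by doxycycline in cells with stable M3 receptor; B-score is computed from the integrated fluorescence ratio over baseline after carbachol; higher B-score means a larger calcium signal and so more RGS4 inhibition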
# Target sequence (P49798 whole entry, looked up): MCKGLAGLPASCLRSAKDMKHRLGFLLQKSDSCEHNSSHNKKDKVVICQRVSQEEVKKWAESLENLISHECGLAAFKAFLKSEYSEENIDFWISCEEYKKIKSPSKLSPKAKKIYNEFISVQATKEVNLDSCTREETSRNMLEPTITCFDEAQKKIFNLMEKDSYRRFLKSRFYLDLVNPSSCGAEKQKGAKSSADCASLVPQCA
# KCNK3 inh: human KCNK3 channel inhibition, primary screen; CHO-KCNK3 thallium flux, FluxOR fluorescence; hits give low values; B-score at 10 µM; 0.84% of 340,000 active;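 active means B-score under library mean minus 4 SD, starting fluorescence ratio at most library mean plus 5 SD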;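 further: more negative B-score means stronger inhibition of thallium flux through KCNK3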
# Target sequence (O14649 whole entry, looked up): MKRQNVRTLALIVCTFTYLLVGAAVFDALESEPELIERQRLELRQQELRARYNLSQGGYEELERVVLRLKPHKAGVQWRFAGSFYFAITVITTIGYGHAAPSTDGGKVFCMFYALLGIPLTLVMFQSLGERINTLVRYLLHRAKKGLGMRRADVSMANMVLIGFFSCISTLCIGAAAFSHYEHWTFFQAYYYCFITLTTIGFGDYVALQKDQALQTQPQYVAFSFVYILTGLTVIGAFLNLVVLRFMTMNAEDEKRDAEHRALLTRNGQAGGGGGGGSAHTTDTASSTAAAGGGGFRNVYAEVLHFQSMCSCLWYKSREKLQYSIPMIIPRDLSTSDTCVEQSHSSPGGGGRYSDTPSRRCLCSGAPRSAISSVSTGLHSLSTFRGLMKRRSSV
# HDAC3 inh: inhibitors of human histone deacetylase 3; O15379; recombinant HDAC3, fluorogenic peptide/trypsin coupled, fluorescence; inhibition, % at 8.3 µM; 0.15% of 320,000 active; AID 2718; in the data active means inhibition above about 26%, passing the limit was not always enough; inconclusive means no clear call, values can overlap the other calls
# RGS4 act: RGS4 potentiation or activation | HEK293 M3R/inducible RGS4, carbachol calcium flux Fluo4; hits give low values | B-score at 10 µM | 0.92% of 310,000 active;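 active means B-score of the integrated calcium signal more than 4 SD below the library mean, with starting fluorescence not abnormally high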;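 further: negative B-score means reduced calcium response which marks RGS4 activation or potentiation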
#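 System: HEK293 FlpIn-TREx cells, stable M3R, doxycycline-inducible RGS4. Timing: overnight RGS4 induction, 30 min dye load 37 °C, 20 min compound RT. Also added: carbachol, ECmax concentration. Measured by: Fluo4 fluorescence kinetic imaging of calcium. Evaluation: integrated calcium ratio converted to B score.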
# ANO1 block: inhibitors of mouse TMEM16A calcium-activated chloride channel; HEK293 TMEM16A/YFP iodide influx fluorescence, ionomycin; AID 588511; normalized B-score (activity score, 25-100; higher = stronger inhibition) at 10 µM; 1.2% of 310,000 active;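 active means ratio plate-corrected score three or more library SD toward inhibition, starting fluorescence score within five deviations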;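 further: score derived from kinetic fluorescence span divided by baseline fluorescence per well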
# KCNQ1 block: human KCNQ1 channel inhibition; P51787; CHO-K1 KCNQ1, FluxOR thallium flux fluorescence; hits give high values; B-score at 10 µM; 1.3% of 310,000 active;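 active means compounds whose thallium flux B-score, printed positive for inhibition, exceeds three library SD while starting fluorescence stays within three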;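 further: channel opened by potassium depolarization with thallium stimulus after 20 min compound exposure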
# KCNQ1 act: human KCNQ1 channel potentiation or activation | P51787 | CHO-K1 KCNQ1, thallium flux FluxOR fluorescence; hits give high values | B-score at 10 µM | 0.35% of 310,000 active;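 active means fluorescence ratio B-score, a plate-corrected score, at least three library SD, with initial intensity B-score within 5 SD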
#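 Schedule – 37 °C overnight plating, 90-min dark dye load, 20-min compound pretreatment · System – stable KCNQ1 CHO-K1 line · Probe or stimulus – thallium- and potassium-containing depolarizing buffer · Measured by – kinetic FluxOR fluorescence, 10 s baseline plus 110 s post-stimulus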
# Active calls of the source: *; i = inactive; ? = inconclusive; · = not tested or not shown.
# Each structure is followed by: SKKanGAS inh, hERG rescue, KCNK9 block, TMEM16A act, RGS4 inh, KCNK3 inh, HDAC3 inh, RGS4 act, ANO1 block, KCNQ1 block, KCNQ1 act
CCOCCCN(C)C1CCN(C(=O)c2oc3ccccc3c2NC(=O)c2cccc([N+](=O)[O-])c2)CC1
→ 1, -13, i, i, i, i, 0, i, i, i, i
Cc1csc(SCC(=O)Nc2sccc2C(N)=O)n1
→ 2, -11, i, i, i, i, 2, i, i, i, i
CCOc1ccc(N/C(=N/c2nc(C)cc(C)n2)NC(C)=O)cc1
→ -3, -3, i, i, i, i, -1, i, i, i, i
COc1cccc(CN2CCN(C(=O)c3cc(-c4ccncc4)nc4ccc(C)cc34)CC2)c1
→ 21, -36, i, i, i, i, 1, -7*, i, i, i
CCN(CC)S(=O)(=O)c1cc(NC(=O)CN2C(=O)NC(C)(c3ccccc3)C2=O)ccc1C (stereo not given)
→ -3, -6, i, i, i, i, 1, i, i, i, i
COc1ccccc1CC(=O)N(Cc1ccccc1)c1ccc(C)cc1
→ 22, -12, i, i, i, i, 0, i, i, i, i
O=C(CS(=O)(=O)c1ccc(F)cc1)N1CCN(c2ccccc2)CC1
→ -7, -11, i, i, i, i, 6, i, i, i, i
CCCCn1c(N)c(N(Cc2ccccc2OC)C(=O)COc2ccccc2C#N)c(=O)[nH]c1=O
→ 0, -7, i, i, i, i, -1, i, i, i, i
O=C(COc1ccccc1[N+](=O)[O-])N(Cc1cccc(Br)c1)C1CCS(=O)(=O)C1 (stereo not given)
→ -3, -13, i, i, i, i, 5, i, i, i, i
COc1cccc(NC(=O)c2cccnn2)c1
→ 1, -7, i, ·, i, i, 8, i, i, i, i
CCC(CC)C(=O)Nc1ccc([N+](=O)[O-])cn1
→ 0, -6, i, i, i, i, 3, i, i, i, i
CC(C)Oc1ccc(C(=O)Nc2ccccc2N2CCCC2)cc1
→ -17, -5, -14*, i, i, i, ?, i, i, i, i
CC(Oc1ccccc1)C(=O)N/N=C/c1ccccn1 (stereo not given)
→ -6, -6, i, i, i, i, -5, i, i, i, i
COCCOc1ccc(C(F)(F)F)cc1Nc1nc2ccccc2o1
→ -1, -8, i, i, i, i, 3, i, i, i, i
COc1cccc(CN(C)C(=O)c2ccc(NC(=O)CC3SC(N4CCCC4)=NC3=O)cc2)c1OC (stereo not given)
→ 2, -11, i, i, i, i, -1, i, i, i, i
O=C(NCc1nc(-c2ccc(Cl)cc2)no1)c1ccc2c(c1)OCO2
→ -4, -8, i, i, i, i, -1, i, i, i, i
COc1ccc(C(C)=O)cc1Cn1c(=O)cc(C)[nH]c1=O
→ 1, -7, i, i, i, i, 3, i, i, i, i
COc1cccc(/C=N/n2cncn2)c1OCC#N
→ 0, -6, i, i, i, i, -12, i, i, i, i
CC(OC(=O)CN1C(=O)NC2(CCCC2)C1=O)C(=O)c1ccccc1 (stereo not given)
→ 0, -4, i, i, i, i, -3, i, i, i, i
CC(C)[C@H](NC(=O)NC1CCCC1)C(=O)O
→ 0, -5, i, i, i, i, 3, i, i, i, i
COc1ccccc1-n1c(SCC(=O)N2CCCC2)nnc1-c1ccccc1
→ 4, -9, i, i, i, i, 6, i, i, i, i
CCOc1cc(C(=O)N2CCN(c3ccc(C(C)=O)cc3)CC2)cc(OCC)c1OCC
→ -1, -6, i, i, i, i, 4, i, i, i, i
CCOC(=O)N1CCN(C(=O)COc2cccc3c2CCN(CC)C3=O)CC1
→ -4, -12, i, i, i, i, ·, i, i, i, i
COc1cc(C(=O)NCCOc2ccccc2C)cc(OC)c1OC
→ -6, -7, i, i, i, i, 5, i, i, i, i
COC(=O)C/C(N)=C(\C#N)C(=O)OC
→ 1, -2, i, i, i, i, 1, i, i, i, i
CC(C)(CO)NCc1c(OCc2ccc(Cl)cc2)ccc2ccccc12
→ 0, -9, i, i, i, i, -9, i, i, i, i
COc1ccc(-c2noc(CN(C(=O)c3ccc4c(c3)OCO4)C(C)C)n2)cc1
→ -8, -7, i, i, i, i, -1, i, i, i, i
O=C(CNC(=O)C1COc2ccccc2O1)N/N=C\c1ccccc1Cl (stereo not given)
→ -15, -10, i, i, i, i, 3, i, i, i, i
Cc1cccc(NC(=O)CS(=O)(=O)Cc2ccccc2)n1
→ 2, -2, i, i, i, i, -5, i, i, i, i
O=C(NCCCO)c1ccc2[nH]c3ccccc3c2c1
→ -1, 0, i, i, i, i, -41, i, i, i, i
O=C(COc1ccccc1Cl)NNC(=O)c1cc(S(=O)(=O)N2CCOCC2)ccc1N1CCCC1
→ -4, -11, i, i, i, i, -3, i, i, i, i
CSc1ccccc1NS(=O)(=O)c1ccc2c(c1)OCCO2
→ -3, -7, i, i, i, i, 1, i, i, i, i
Cc1cc(C)cc(NC(=O)CC2Oc3ccc(C)cc3NC2=O)c1 (stereo not given)
→ 6, -5, i, i, i, i, 0, i, i, i, i
Cc1ccc(/C=N/NC(=O)c2nnn(-c3nonc3N)c2C)o1
→ ·, -13, i, i, i, i, 8, i, i, i, i
Cn1c(SCC(=O)NNC(=O)Cc2ccccc2)nnc1-c1ccccc1
→ 1, -8, i, i, i, i, -5, i, i, i, i
Cc1[nH]c(=O)[nH]c(=O)c1S(=O)(=O)N1CCC(C(=O)N2CCN(c3cccc(C(F)(F)F)c3)CC2)CC1
→ -1, -5, i, i, i, i, -2, i, i, i, i
Cc1ccc(CC2CC(=O)N(c3nc4ccccc4s3)C2=O)cc1 (stereo not given)
→ 7, -8, i, i, i, i, -10, i, i, i, i
CC(=O)Nc1nc(C(F)(F)F)cs1
→ -3, -4, i, i, i, i, -4, i, i, i, i
Cc1ccccc1-n1nc(SCC(=O)O)sc1=S
→ 4, -8, i, i, i, i, 12, i, i, i, i
CCc1ccc(/C=N/NC(=O)c2nnn(-c3nonc3N)c2CN2CCc3ccccc32)cc1
→ 30, -10, i, i, i, i, 13, i, i, i, i
Cc1ccc2c(c1)N(CC(=O)N1CCCCC1c1cccnc1)C(=O)CO2 (stereo not given)
→ -2, -13, i, i, i, i, 0, i, i, i, i
Cc1cc(C(=O)COC(=O)CN=C2NS(=O)(=O)c3ccccc32)c(C)n1CCc1ccc(Cl)cc1
→ 30, -4, i, i, i, i, -5, i, i, i, i
Cc1cc(NC(=O)COC(=O)c2cc3c(s2)CCC(C)C3)no1 (stereo not given)
→ 8, -11, i, i, i, i, 11, i, i, i, i
Nc1cc(N)nc(SCC(=O)NCCC2=CCCCC2)n1
→ -4, -5, i, i, i, i, 1, i, i, i, i
COc1ccc(S(=O)(=O)NNC(=O)c2ccc([N+](=O)[O-])cc2)cc1
→ 5, -11, i, i, i, i, -2, i, i, i, i
Fc1ccc(-n2nnc(-c3cccnc3)n2)cc1
→ 1, -1, i, i, i, i, 6, i, i, i, i
CCN1C(=O)/C(=C/c2ccc(OC)c(OC)c2)N=C1SCC(=O)NCc1ccco1
→ 2, -7, i, i, i, i, -8, i, i, i, i
COCc1ccc(C(=O)N2CCCC(N(C)CCc3ccc(OC)c(OC)c3)C2)s1 (stereo not given)
→ -10, -7, i, i, i, i, -2, i, i, i, i
O=C(c1ccc(C(F)(F)F)cc1)C1CCCN(C(=O)CCN2CCCO2)C1 (stereo not given)
→ 0, -6, i, i, i, i, ?, i, i, i, i
COc1ccc(CNc2ncccc2[N+](=O)[O-])cc1
→ 1, -13, i, i, i, i, 1, i, i, i, i
O=S(=O)(c1cccc(NC(=S)N2CCN(c3ccccc3)CC2)c1)C(F)F
→ 1, -6, i, i, i, i, 6, i, i, i, i
C/C(=N\Nc1nncc2ccccc12)c1ccc(Cl)c([N+](=O)[O-])c1
→ -1, -5, i, i, i, i, -3, i, i, i, i
CCCCCCC(=O)N/N=C1\CCCc2ccccc21
→ 0, -1, i, i, i, i, 0, i, i, i, i
O=C(c1ccccc1NS(=O)(=O)c1ccc(Br)s1)N1CCCC1
→ 29, -5, i, i, i, i, -12, i, i, i, i
CCN(CC)C(=O)CSc1nc2c(sc(=S)n2-c2ccccc2)c(=O)n1Cc1ccco1
→ 8, -17, i, i, i, i, -4, i, i, i, i
COc1ccc(N2CCN(C(=O)c3ccccc3Br)CC2)c([N+](=O)[O-])c1
→ 5, -11, i, i, i, i, -3, i, i, i, i
COc1ccc(NC(=O)CN(c2ccc(OC)c(Cl)c2)S(=O)(=O)c2ccccc2)cc1
→ -2, -1, i, i, i, i, 9, i, i, i, i
CCOc1ccccc1/C=C(\C#N)C(=O)Nc1cccc(C(=O)O)c1
→ -17, -15, i, i, 5*, i, ·, i, i, i, i
O=C(Nc1nnc(-c2ccccc2)o1)c1cc(Cl)sc1Cl
→ 89*, 4, i, i, i, i, -2, i, i, i, i
Cc1ccc(C)c(S(=O)(=O)N2CCN(c3ncccn3)CC2)c1
→ 3, -7, i, i, i, i, -2, i, i, i, i

# Remaining list, next part.
# Each structure is followed by: SKKanGAS inh, hERG rescue, KCNK9 block, TMEM16A act, RGS4 inh, KCNK3 inh, HDAC3 inh, RGS4 act, ANO1 block, KCNQ1 block, KCNQ1 act
COc1ccc(CC(NC(C)=O)C(=O)NC2CCN(S(=O)(=O)c3ccccc3)CC2)cc1OC (stereo not given)
→ -5, -9, i, i, i, i, 0, i, i, i, i
CCOc1ccc(C2C(C(=O)c3ccc(C)o3)=C(O)C(=O)N2CCCN(CC)CC)cc1 (stereo not given)
→ 0, -13, i, i, i, i, 0, i, i, i, i
CCCc1nnc(NC(=O)COc2ccc3c(c2)OCO3)s1
→ -6, -1, i, i, i, i, 4, i, i, i, i
CCCNc1c(N)c(=O)oc2ccccc12
→ 2, -10, i, i, i, i, ?, i, i, i, i
O=C(N/N=C/C=C/c1ccco1)c1cccs1
→ -2, -9, i, i, i, i, 16, i, i, i, i
COC(=O)c1c(NC(=O)C2CC2)sc2c1CCCC2
→ -6, -7, i, i, i, i, 5, i, i, i, i
CCOC(=O)N1CCN(C(=O)c2ccc(Cn3c(=S)[nH]c4cc(C(=O)OC)ccc4c3=O)cc2)CC1
→ 18, 1, i, i, i, i, 1, i, i, i, i
N#Cc1cc(Br)ccc1N=C1CCCN1c1ccccc1
→ -10, -11, i, i, i, i, 1, i, i, i, i
